C diff HTS = C. difficile growth inhibitors, primary screen, HTS. actives 0.25% (n = 86,000). growth activity, negative = inhibition, % at 16 µg/mL (by protocol). Clostridium difficile clinical isolate growth, OD600, 24 h; active compounds read low;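 active = mean growth activity at or below -80% and every replicate also at or below -80%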;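 note: 0% = DMSO wells and -100% = levofloxacin 16 µg/mL wells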
Pf Dd2 inh = P. falciparum Dd2 growth inhibitors, primary screen, SYBR Green fluorescence, single dose replicates. 72 h; active compounds read low. activity change, % at 10 µM. actives 2.3% (n = 94,000). AID 1159554, 2015; in the data active = activity change below about -80%
T cruzi growth = T. cruzi intracellular proliferation inhibitors, primary screen, cell-based, beta-gal Tulahuen parasites, NIH3T3 host, luminescence. T. cruzi beta-gal in NIH3T3, GalScreen luminescence, 90 h. inhibition, % at 8.34 µM. actives 5.9% (n = 77,000);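 active = mean inhibition above about 93%, with at least 55% of replicates each passing it, limit read from the data, passing the limit was not always enough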
KDM4C inh = inhibitors of GASC-1 (KDM4C) histone demethylase, primary screen, biochemical, single concentration HTS; Lysine-specific demethylase 4C (Homo sapiens), Q9H3R0; GST-KDM4C 2-372, H3K9me3 peptide, LANCE TR-FRET; inhibition, % at 12.5 µM; actives 0.15% (n = 96,000);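 active = mean replicate inhibition above about 25%, with at least 55% of replicates also reaching it, limit read from the data, passing the limit was not always enough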
Target sequence (Q9H3R0 2-372 limits assumed): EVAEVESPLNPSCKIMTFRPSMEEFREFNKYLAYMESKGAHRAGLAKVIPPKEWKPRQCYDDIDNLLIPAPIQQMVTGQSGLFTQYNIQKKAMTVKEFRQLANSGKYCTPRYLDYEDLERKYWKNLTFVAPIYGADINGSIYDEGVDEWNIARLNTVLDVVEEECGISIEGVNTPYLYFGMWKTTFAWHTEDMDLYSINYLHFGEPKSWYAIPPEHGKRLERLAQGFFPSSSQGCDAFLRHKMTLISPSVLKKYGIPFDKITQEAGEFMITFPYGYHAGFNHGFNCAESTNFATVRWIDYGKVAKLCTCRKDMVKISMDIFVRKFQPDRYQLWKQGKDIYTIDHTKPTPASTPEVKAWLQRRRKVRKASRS
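System: N-terminal GST-fused human GASC-1 (KDM4C) fragment, residues 2-372 / Amount: 10 nM GST-KDM4C in enzyme reaction / Also added: H3K9me3 peptide with Fe(II)/2OG / Times: 30 min demethylation and 1 h detection at room temperature / Signal: LANCE TR-FRET / Read-out basis: Fall in 671/618 emission ratio as inhibition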
* marks the source's active call; other numbers are inactive results; & = joins results of further samples; ! = not active in a repeat.

For CCCNC(=O)N(C)C[C@@H]1Oc2cc(C#Cc3cccc(F)c3)ccc2S(=O)(=O)N([C@@H](C)CO)C[C@H]1C the results were C diff HTS 2, Pf Dd2 inh -44, T cruzi growth 108* and KDM4C inh 0.0.
`O=C(C[C@H]1C[C@@H]2c3cc(NC(=O)CC4CC4)ccc3O[C@@H]2[C@@H](CO)O1)NCc1cccnc1` gave C diff HTS -4, Pf Dd2 inh -4, T cruzi growth 49 and KDM4C inh -1.0.
Screening COc1ccccc1-c1cnc2c(c1)C(=O)N([C@@H](C)CO)C[C@H](C)[C@@H](CN(C)C(=O)c1cccnc1)O2 returned C diff HTS 2, Pf Dd2 inh 20 and KDM4C inh 23.
For COc1ccc(NC(=O)Nc2ccc3c(c2)CC(=O)N([C@@H](C)CO)C[C@H](C)[C@H](CN(C)S(=O)(=O)c2ccc(Cl)cc2)O3)cc1 the results were C diff HTS -2, Pf Dd2 inh -11, T cruzi growth 27 and KDM4C inh -0.4.
C[C@@H]1CCCCO[C@@H](CN(C)C(=O)CCC(F)(F)F)[C@@H](C)CN([C@H](C)CO)C(=O)c2cc(N(C)C)ccc2O1 was read as C diff HTS -1&-3, Pf Dd2 inh -14, T cruzi growth 99*! and KDM4C inh 2.2.
`CO[C@H]1CN(C)C(=O)c2cc(NC(=O)C3CCC3)ccc2OC[C@H](C)N(Cc2cccnc2)C[C@H]1C` gave Pf Dd2 inh -12, T cruzi growth 27 and KDM4C inh -0.1.
For COc1ccc(CN(C)C[C@@H]2Oc3c(NS(=O)(=O)c4ccccc4)cccc3C(=O)N([C@@H](C)CO)C[C@@H]2C)cc1 the results were C diff HTS 0, Pf Dd2 inh -17, T cruzi growth 26 and KDM4C inh 0.5.
C[C@@H]1CN([C@@H](C)CO)C(=O)c2cc(NC(=O)c3ccncc3)ccc2O[C@@H](C)CCCCO[C@@H]1CN(C)S(=O)(=O)c1ccccc1 was read as C diff HTS -1, Pf Dd2 inh -16 and KDM4C inh -0.5.
`CN(C)C(=O)c1ccc(-c2ccc([C@H]3[C@@H](C#N)N(S(C)(=O)=O)[C@H]3CO)cc2)cc1` gave C diff HTS -9, Pf Dd2 inh -6, T cruzi growth 9 and KDM4C inh 3.5.
CO[C@@H]1CN(C)C(=O)c2ccc(NC(C)=O)cc2OC[C@@H](C)N(C(=O)c2cnccn2)C[C@@H]1C was read as T cruzi growth 0 and KDM4C inh -0.9.
`C[C@@H]1CCCCO[C@@H](CN(C)C)[C@@H](C)CN([C@@H](C)CO)C(=O)c2cc(NS(=O)(=O)c3ccc(Cl)cc3)ccc2O1` gave C diff HTS 5, Pf Dd2 inh -34, T cruzi growth 71 and KDM4C inh 0.6.
CCCNC(=O)Nc1ccc2c(c1)C(=O)N(C)C[C@@H](OC)[C@@H](C)CN(C)[C@@H](C)CO2 was read as C diff HTS -5, Pf Dd2 inh 8, T cruzi growth -28 and KDM4C inh -2.4.

Compounds listed so far that contain an aryl methoxy group (3):
Screening COc1ccccc1-c1cnc2c(c1)C(=O)N([C@@H](C)CO)C[C@H](C)[C@@H](CN(C)C(=O)c1cccnc1)O2 returned C diff HTS 2, Pf Dd2 inh 20 and KDM4C inh 23.
For COc1ccc(NC(=O)Nc2ccc3c(c2)CC(=O)N([C@@H](C)CO)C[C@H](C)[C@H](CN(C)S(=O)(=O)c2ccc(Cl)cc2)O3)cc1 the results were C diff HTS -2, Pf Dd2 inh -11, T cruzi growth 27 and KDM4C inh -0.4.
For COc1ccc(CN(C)C[C@@H]2Oc3c(NS(=O)(=O)c4ccccc4)cccc3C(=O)N([C@@H](C)CO)C[C@@H]2C)cc1 the results were C diff HTS 0, Pf Dd2 inh -17, T cruzi growth 26 and KDM4C inh 0.5.

Following part:
`Cc1noc(C)c1S(=O)(=O)N(C)C[C@H]1OCCCC[C@@H](C)Oc2ccc(NS(C)(=O)=O)cc2C(=O)N([C@@H](C)CO)C[C@H]1C` gave C diff HTS -1, Pf Dd2 inh -3, T cruzi growth -29 and KDM4C inh -0.4.
`CCC(=O)N[C@@H]1C=C[C@H](CC(=O)OC)O[C@@H]1CO` gave Pf Dd2 inh 5, T cruzi growth -52 and KDM4C inh 1.2.
O=C(C[C@H]1CC[C@H]2[C@@H](COC[C@H](O)CN2C(=O)c2ccncc2)O1)NCc1ccc(-c2ccccc2)cc1 was read as C diff HTS 3, Pf Dd2 inh -19, T cruzi growth 51 and KDM4C inh 0.1.
CO[C@@H]1CN(C)C(=O)c2ccc(NC(=O)c3cc(C)on3)cc2OC[C@@H](C)N(S(=O)(=O)c2cccc(F)c2)C[C@H]1C was read as C diff HTS -2, Pf Dd2 inh -70, T cruzi growth -28 and KDM4C inh -0.6.
Screening C[C@H](CO)N1C[C@H](C)[C@H](CN(C)CC2CCCCC2)Oc2ccc(NC(=O)CCC(F)(F)F)cc2C1=O returned C diff HTS 8, Pf Dd2 inh -3, T cruzi growth 7 and KDM4C inh -1.8.
Screening CO[C@H]1CN(C)C(=O)c2cc(NC(=O)Nc3cccc(F)c3)ccc2OC[C@@H](C)N(C(=O)Nc2c(C)noc2C)C[C@@H]1C returned Pf Dd2 inh -3, T cruzi growth 8 and KDM4C inh -1.4.
CCC(=O)N1[C@@H]2CN(C(=O)c3cccc(OC)c3)c3ccccc3[C@@H]2[C@@H]1CO was read as C diff HTS 0, Pf Dd2 inh -11, T cruzi growth 4 and KDM4C inh 4.2.
O=C(NC1Cc2ccccc2C1)[C@H]1[C@H](CO)[C@H]2Cn3c(cccc3=O)[C@@H]1N2C(=O)CC1CC1 was read as C diff HTS 8, T cruzi growth -29 and KDM4C inh 0.5.
`CCC(=O)Nc1ccc2c(c1)C(=O)N(C)[C@H]1CC[C@@H](CC(=O)NCCc3ccccc3)O[C@@H]1CO2` gave C diff HTS 2, Pf Dd2 inh -3, T cruzi growth -27 and KDM4C inh -1.0.
`Cc1noc(C)c1S(=O)(=O)Nc1cccc2c1O[C@H](CN(C)C(=O)Nc1ccc3c(c1)OCO3)[C@H](C)CN([C@H](C)CO)C2=O` gave Pf Dd2 inh 20, T cruzi growth 13 and KDM4C inh 0.0.
Screening O=C(C1CC1)N1CC[C@@H]2[C@H]1c1cc(-c3ccc(F)cc3)ccc1N[C@@H]2CO returned C diff HTS -20, Pf Dd2 inh -1, T cruzi growth 58 and KDM4C inh -1.4.
`C[C@H]1CCCCO[C@@H](CN(C)C(=O)Nc2ccc3c(c2)OCO3)[C@@H](C)CN([C@@H](C)CO)C(=O)c2cc(NC(=O)c3ccccc3)ccc2O1` gave C diff HTS -5, Pf Dd2 inh -79, T cruzi growth 75 and KDM4C inh 0.3.
Screening C[C@H]1CN([C@@H](C)CO)C(=O)CCCn2cc(nn2)CO[C@H]1CN(C)C(=O)NC1CCCCC1 returned C diff HTS 0, Pf Dd2 inh 10, T cruzi growth -7 and KDM4C inh 1.4.
Screening C[C@H]1CCCCO[C@H](CN(C)C)[C@@H](C)CN([C@@H](C)CO)C(=O)c2cc(NS(=O)(=O)c3cn(C)cn3)ccc2O1 returned C diff HTS 8, Pf Dd2 inh 8, T cruzi growth 41 and KDM4C inh 2.7.
COc1ccc(NC(=O)Nc2ccc3c(c2)[C@@H]2C[C@H](CC(=O)N4CCOCC4)O[C@H](CO)[C@@H]2O3)cc1 was read as C diff HTS -1, Pf Dd2 inh 7, T cruzi growth -21 and KDM4C inh -0.1.
`O=C(C[C@H]1C[C@@H]2c3cc(NC(=O)NC4CCCCC4)ccc3O[C@@H]2[C@H](CO)O1)NCc1ccncc1` gave Pf Dd2 inh -1, T cruzi growth 16 and KDM4C inh 0.8.
For Cc1noc(C)c1NC(=O)Nc1ccc2c(c1)C(=O)N([C@H](C)CO)C[C@H](C)[C@@H](CN(C)C(=O)Cc1ccccc1)OCCCC[C@@H](C)O2 the results were C diff HTS -2, Pf Dd2 inh 9, T cruzi growth 36 and KDM4C inh -2.0.
O=C(C[C@@H]1C=C[C@@H](NC(=O)CCN2CCCCC2)[C@H](CO)O1)Nc1nccs1 was read as Pf Dd2 inh -2, T cruzi growth 39 and KDM4C inh -0.7.
For C[C@@H]1CN([C@H](C)CO)C(=O)c2ccccc2-c2ccccc2CO[C@H]1CN(C)C(=O)[C@H](Cc1ccccc1)N(C)C the results were C diff HTS -3, Pf Dd2 inh -15, T cruzi growth -6 and KDM4C inh -0.7.
For CC(=O)N(C)C[C@@H]1Oc2cc(-c3ccncc3)ccc2S(=O)(=O)N([C@@H](C)CO)C[C@H]1C the results were C diff HTS -3, Pf Dd2 inh 2, T cruzi growth 75 and KDM4C inh -0.8.
C[C@H](CO)N1C[C@H](C)[C@H](CN(C)C(=O)CN(C)C)Oc2cc(C#Cc3cccnc3)ccc2S1(=O)=O was read as C diff HTS 5, Pf Dd2 inh -31, T cruzi growth 16 and KDM4C inh -2.2.
C[C@@H]1CN([C@@H](C)CO)C(=O)c2cc(NC(=O)CCCN(C)C)ccc2O[C@H]1CN(C)C(=O)NC1CCCCC1 was read as C diff HTS -3, Pf Dd2 inh -1, T cruzi growth 15 and KDM4C inh 0.7.
`O=C(C1CCCC1)N1C[C@@H]2N[C@H](C1)C2c1ccc(-c2ccccc2F)cc1` (stereo partly specified) gave C diff HTS -7&59, Pf Dd2 inh -5&-54 and KDM4C inh -0.9&-9.3.
Screening Cc1ccc(-c2cnc3c(c2)C(=O)N([C@H](C)CO)C[C@H](C)[C@@H](CN(C)Cc2ccccc2F)O3)cc1 returned C diff HTS 4&3, Pf Dd2 inh -22&-29, T cruzi growth 109*! and KDM4C inh -2.2.
COc1ccc(S(=O)(=O)N(C)C[C@H]2Oc3ccc(NC(=O)Nc4ccccc4)cc3CC(=O)N([C@H](C)CO)C[C@H]2C)cc1 was read as C diff HTS 8, Pf Dd2 inh -17, T cruzi growth -41 and KDM4C inh -2.7.
For C[C@@H]1CCCCO[C@H](CN(C)C(=O)Cc2ccccc2)[C@@H](C)CN([C@@H](C)CO)C(=O)c2cc(NC(=O)c3ccncc3)ccc2O1 the results were C diff HTS 2, Pf Dd2 inh -35, T cruzi growth 7 and KDM4C inh -0.5.
Screening COc1ccc2c3c([nH]c2c1)[C@@H](CO)N(C(=O)Nc1ccc(F)cc1)CC31CCN(Cc2cc(F)ccc2F)CC1 returned C diff HTS 62, Pf Dd2 inh -77 and KDM4C inh -0.1.
For C[C@@H]1CN([C@H](C)CO)C(=O)c2cc(NS(=O)(=O)c3cccs3)ccc2O[C@@H](C)CCCCO[C@H]1CN(C)Cc1ccc(C(=O)O)cc1 the results were C diff HTS -4, Pf Dd2 inh 29 and KDM4C inh 0.9.
Screening C/C=C/c1ccc([C@H]2[C@@H](CO)N(C(=O)C3CC3)[C@H]2CN(C)C(=O)CC2CC2)cc1 returned C diff HTS -6, Pf Dd2 inh 4, T cruzi growth 32 and KDM4C inh -0.2.
`O=C(C[C@@H]1CC[C@@H]2[C@H](COC[C@H](O)CN2C(=O)Nc2ccc(C(F)(F)F)cc2)O1)NCC1CCCCC1` gave C diff HTS -101*!, Pf Dd2 inh 4 and KDM4C inh -1.7.
O=C(N[C@@H]1CC[C@@H](CCn2cc(-c3ccccn3)nn2)O[C@@H]1CO)c1ccc(F)cc1 was read as Pf Dd2 inh -35, T cruzi growth -3 and KDM4C inh -0.5.
For COc1ccc(NC(=O)N(C)C[C@H]2Oc3ccc(NS(=O)(=O)c4ccccc4)cc3C(=O)N([C@@H](C)CO)C[C@H]2C)cc1 the results were C diff HTS 2, Pf Dd2 inh -8, T cruzi growth 19 and KDM4C inh 0.3.
C[C@@H]1CN([C@@H](C)CO)C(=O)c2cc(NC(=O)Cc3cn(C)c4ccccc34)ccc2O[C@@H]1CN(C)CC1CC1 was read as C diff HTS 0, Pf Dd2 inh -7, T cruzi growth 18 and KDM4C inh 1.6.
Screening C[C@@H]1CN([C@@H](C)CO)C(=O)Cc2cc(NC(=O)Cc3ccccc3)ccc2O[C@@H]1CN(C)Cc1ccccc1 returned C diff HTS -6, Pf Dd2 inh -27, T cruzi growth 57 and KDM4C inh 5.7.
O=C(Nc1ccccc1)N1CCCCN2[C@@H](CO)[C@H](c3ccc(-c4ccccc4F)cc3)[C@@H]2C1 was read as C diff HTS 54, Pf Dd2 inh -4, T cruzi growth 66 and KDM4C inh -2.3.
`C/C=C/c1ccccc1[C@H]1[C@@H](CO)N(C(=O)NC2CCCCC2)[C@H]1C#N` gave C diff HTS -19, Pf Dd2 inh -13 and KDM4C inh -0.6.
For C[C@@H]1CN([C@H](C)CO)C(=O)Cc2cc(NS(=O)(=O)c3ccc(F)cc3)ccc2O[C@@H]1CN(C)C(=O)NC1CCCCC1 the results were C diff HTS 5, Pf Dd2 inh 15, T cruzi growth -6 and KDM4C inh -0.9.

Filtered by structure: the compounds so far containing two or more sulfur atoms (2)
`Cc1noc(C)c1S(=O)(=O)N(C)C[C@H]1OCCCC[C@@H](C)Oc2ccc(NS(C)(=O)=O)cc2C(=O)N([C@@H](C)CO)C[C@H]1C` gave C diff HTS -1, Pf Dd2 inh -3, T cruzi growth -29 and KDM4C inh -0.4.
For C[C@@H]1CN([C@H](C)CO)C(=O)c2cc(NS(=O)(=O)c3cccs3)ccc2O[C@@H](C)CCCCO[C@H]1CN(C)Cc1ccc(C(=O)O)cc1 the results were C diff HTS -4, Pf Dd2 inh 29 and KDM4C inh 0.9.

Assay outcomes as filed in PubChem BioAssay.
